# tuberculosis growth = growth inhibition of non-replicating M. tuberculosis (AID 488890) | Mycobacterium tuberculosis non-replicating, growth inhibition; higher % means a stronger effect | inhibition, % at 25 µM, or IC50 in µM where a hit was titrated | 0.39% of 320,000 active; in the data active means a potency from the dose series; inconclusive means inhibition mostly from about 82% at the one dose, without a potency; inactive means the rest, 99 in 100 with inhibition below about 76%;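 further: plate controls were DMSO cells for no effect and high antibiotic wells for full effect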
# H37Rv inhibition = M. tuberculosis growth inhibition, HTS (AID 449762). 0.59% of 330,000 active. one-dose inhibition, % at 25 µM; IC50 in µM for titrated hits. M. tuberculosis H37Rv growth inhibition, 7H9 media; higher % means a stronger effect; in the data active means a potency from the dose series; inconclusive means inhibition above about 70% without an active follow-up result;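 further: bacterial growth assessed after seven days of incubation; strong numbers were not always called active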
# influenza NS1A = NS1A inhibition, H1N1 influenza, cell based functional assay (AID 504329). NS1A functional cell-based assay, percent inhibition; higher % means a stronger effect. one-dose inhibition, % at 12.5 µM; IC50 in µM for titrated hits. 0.3% of 340,000 active; in the data active means a potency from the dose series; inconclusive means inhibition above about 27% without an active follow-up result; further: strong numbers were not always called active
# inhibitors of VEEV = inhibitors of VEEV TC-83 cytopathic effect, confirmation, Vero cells (AID 588727) | Vero cells, VEEV TC-83 cytopathic effect inhibition; higher % means a stronger effect | 0.13% of 350,000 active | one-dose inhibition, % at 20 µM; IC50 in µM for titrated hits; in the data active means a potency from the dose series; inconclusive means inhibition mostly from about 14% at the one dose, without a potency; inactive means the rest, 99 in 100 with inhibition below about 12%; further: strong numbers were not always called active
# Salmonella PhoP GFP = Inhibition of PhoP regulon, Salmonella typhi GFP reporter cells, confirmation, 4 h (AID 1850) | Salmonella Typhi PhoP-promoter GFP reporter, fluorescence, 4 h; higher % means a stronger effect | one-dose inhibition, % at 50 µM; IC50 in µM for titrated hits | 0.33% of 310,000 active; in the data active means a potency from the dose series; inconclusive means inhibition mostly from about 25% at the one dose, without a potency; inactive means the rest, 99 in 100 with inhibition below about 19%;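 further: 0% = induced wells with vehicle and 100% = uninduced wells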
# Starred values were filed as active, the others as inactive; i = inactive; ? = inconclusive; / = not tested or not shown; & = joins results of further samples.
SMILES,tuberculosis growth,H37Rv inhibition,influenza NS1A,inhibitors of VEEV,Salmonella PhoP GFP
Cc1cc(C)nc(SCc2cc(=O)c(OC(=O)c3ccc(S(=O)(=O)N4CCCC4)cc3)co2)n1,5%,-6%,2%,1.2%,-7%
Cc1n[nH]c(=O)c2c(NC(=O)CSc3ccccc3F)oc(C)c12,10%,-4%,3%,0.2%,-1%
CCOC(=O)N1C2c3ccccc3C(c3ccccc32)N1C(=O)OCC,/,/,-10%,i,/
CCOc1ccccc1NC(=O)c1cc2ccccc2oc1=O,42%,11%,2%,0.7%,-3%
CCOc1ccc(CC(=O)N2N=C(C)CC2(O)C(F)(F)F)cc1 (centres undefined),i,-25%,0%,1.3%,-17%
O=C(c1ccc(N2CCCCC2)c([N+](=O)[O-])c1)N(c1ccccn1)c1ccccn1,2%,3%,1%,0.1%,-1%
O=C(NN1C(=O)NC2(CCCCC2)C1=O)c1ccc(Cl)s1,-10%,5%,-6%,i,/
COCCn1c(CN2CC(C)CC(C)C2)nc2c1c(=O)n(C)c(=O)n2C (centres undefined),-11%,-11%,3%,0.5%,0%
COc1ccc(S(=O)(=O)N2CCc3ccccc32)cc1C(=O)OCc1nnc(-c2ccccc2)o1,15%,-9%,3%,1.6%,1%
Cc1onc(-c2ccccc2)c1C(=O)Nc1cc(C(F)(F)F)ccc1N1CCOCC1,11%,4%,-3%,3.5%,-2%
COc1ccc2c(c1)-c1nc(/N=C/c3ccccc3O)sc1CC2,14%,8%,4%,i,1%
COCCCNC(=O)c1oc2ccc(S(=O)(=O)N3CCOCC3)cc2c1C,5%,-5%,9%,1.4%,-3%
Cc1ccc(C)n1-n1c(C)nc2sc3c(c2c1=O)CCCCC3,8%,3%,4%,2.4%,9%
CCCc1cc(=O)oc2cc(C)cc(OCC(=O)NCCCn3ccnc3)c12,18%,-2%,-6%,i,1%
O=C(Nc1nc(-c2ccc3c(c2)OCO3)cs1)c1ccncc1,2%,-10%,0%,6.2%,-2%
CCCC(=O)Nc1sc(C)c(-c2ccc(OC)cc2)c1C#N,-11%,5%,-4%,0.4%,-3%
NNC(=S)Nc1cccc(Cl)c1,46%,?,7%,2.3%,1%
Cn1cnc(C(=O)NCc2ccccc2)c1C(=O)NCc1ccccc1,29%,-4%,0%,0.1%,/
Cc1ccccc1OCCC(=O)OCC(=O)NCCc1ccc(S(N)(=O)=O)cc1,33%,-1%,1%,1.9%,/
Cc1noc(C)c1COc1ccccc1C(=O)N1CCN(S(=O)(=O)c2ccccc2F)CC1,3%,-7%,-2%,10%,3%
O=C(CSc1nnc(C2CC2)n1-c1ccccc1)N1CCNC1=O,7%,-3%,-1%,0.3%,/
COc1ccc(F)cc1S(=O)(=O)NCC(c1ccco1)N1CCc2ccccc2C1 (centres undefined),15%,-5%,-4%,5.1%,7%
Cc1ccnc(N/C=C(/NC(=O)c2ccccc2)C(=O)N/N=C\c2ccc(F)cc2)n1,-20%,-5%,10%,6.6%,11%
CCCCn1c(=O)[nH]c(=O)c2c1nc(-c1ccc(OC)c(Br)c1)n2CC(C)C,18%,15%,-2%,4.9%,15%
O=C(Cn1nnc(-c2ccncc2)n1)N(C1CCCCC1)C1CCCCC1,14%,10%,6%,2.3%,-4%
SMILES,tuberculosis growth,H37Rv inhibition,influenza NS1A,inhibitors of VEEV,Salmonella PhoP GFP
O=C(NCc1ccncc1)c1ccc2nc(Cc3ccccc3F)oc2c1,13%,-5%,4%,6.5%,-16%
CC1CCN(C(c2nnnn2CCc2ccccc2)C(C)C)CC1 (centres undefined),11%,0%,2%,0.6%,-1%
CCN(CC)c1ccc(/C=N/N2C(=O)c3ccccc3C2=O)c(O)c1,-17%,4%,0%,0.2%,4%
COc1ccc(CCNC(=O)CSc2nc(=O)n3cc(C)ccc3n2)cc1OC,-9%,-6%,-5%,2.2%,5%
CCOC(=O)c1ccc(NC(=O)CNS(=O)(=O)c2ccccc2)cc1,24%,58%,-3%,3.4%,18%
Cc1ccccc1NC(=O)CC(=O)Nc1ccccc1C,4%,1%,-3%,i,-2%
CCc1ccn2cc(-c3ccc4c(c3)OCO4)nc2c1,9%,-5%,/,0.6%,5%
Cc1ccc(C)c(N2CCN(CCCNC(=O)Cn3c(=O)c4cccn4c4cccnc43)CC2)c1,67%,12%,-1%,1.7%,3%
COc1cc(C(=O)Oc2ccc(/C=N/NC(=O)c3ccncc3)cc2)cc(OC)c1OC,62%,?,-14%,9.4%,0%
N#Cc1ccc(S(=O)(=O)N2CCN(c3ncccn3)CC2)cc1,-8%,-8%,-2%,0.7%,7%
C/C=C(/C)C(=O)OC1Cc2c(ccc3ccc(=O)oc23)OC1(C)C (centres undefined),6%,-5%,-8%,2.0%,9%
Cc1cc2n(c(=O)c1C#N)CCCN2c1ccccc1,6%,4%,8%,0.2%,-16%
CCOC(=O)C1C(c2cccc(F)c2)NC(=S)NC1(O)C(F)(F)F (centres undefined),-5%,-8%,1%,0.4%,-7%
CCN(CC)CCNc1ccc(CO)c2sc3ccccc3c(=O)c12,44%,32%,-1%,i,11%&4%
O=C(O)c1ccccc1CSc1nc2ccccc2[nH]1,6%,-2%,-3%,0.2%,4%
COCCn1c(COc2ccc(C)cc2)nc2ccccc21,17%,3%,-22%,7.4%,-6%
CCOC(=O)Cn1cc(-c2ccccc2)nn1,15%,-4%,3%,1.4%,-3%
C=CCn1c(SCC(=O)Nc2sccc2C(N)=O)nc2ccc(Cl)cc2c1=O,-4%,-1%,-9%,7.9%,-2%
CCN(CC)C(=O)COC(=O)c1cc(-c2ccco2)nc2ccccc12,/,/,6%,8.1%,/
CCC(=O)Nc1cccc(C2=NOC3(C2)C[C@@H](C(N)=O)N(C(=O)c2cc([N+](=O)[O-])cc([N+](=O)[O-])c2C)C3)c1 (some centres undefined),19%,-5%,-5%,0.0%,15%
COc1ccc(NC(=O)CSc2nnc(CNC(=O)c3cccs3)o2)c(OC)c1,-2%,-3%,-10%,1.9%,-7%
COc1ccccc1NS(=O)(=O)c1cccc(C(=O)NCc2ccccn2)c1,-9%,-26%,-2%,i,-4%
COc1ccc(CNC(=O)c2ccc(N3CCOCC3)c([N+](=O)[O-])c2)cc1,-8%,0%,7%,i,-6%
CCCCOc1ccc(S(=O)(=O)NNC(=O)c2cc3ccccc3o2)cc1,27%,-6%,-5%,0.5%,-7%
Cc1ccc(C(=O)N2CCC3(CC2)Oc2ccc(Cl)cc2C(=O)C32CC(c3cccnc3)=NO2)s1 (centres undefined),13%,?,-70%,4.7%,-13%

# A different layout for part of the listing above:
# Order of results: tuberculosis growth	H37Rv inhibition	influenza NS1A	inhibitors of VEEV	Salmonella PhoP GFP
> CCc1ccn2cc(-c3ccc4c(c3)OCO4)nc2c1
    9%	-5%	/	0.6%	5%
> Cc1ccc(C)c(N2CCN(CCCNC(=O)Cn3c(=O)c4cccn4c4cccnc43)CC2)c1
    67%	12%	-1%	1.7%	3%

# Additional records:
SMILES,tuberculosis growth,H37Rv inhibition,influenza NS1A,inhibitors of VEEV,Salmonella PhoP GFP
Cc1ccc(S(=O)(=O)NC2CCCCC2)cc1C(=O)N1CCC(C(N)=O)CC1,3%,-1%,-14%,2.5%,/
CCCCCCOC(=O)c1ccc(NC(=O)c2cc(OC)c(OC)c(OC)c2Br)cc1,77%,?,-1%,6.2%,-6%
Cc1nc2ccccc2c(=O)n1-c1cc(F)ccc1F,10%,2%,-1%,0.2%,3%
COC(=O)C1=C(c2cccc(OC)c2OC)C[C@@H]2CC[C@H]1N2C(=O)NCCO,-10%,-3%,9%,0.1%,9%
COc1cc(OC)c(C2NC(=O)CCC2[N+](=O)[O-])cc1OC (centres undefined),-7%,-10%,-12%,0.9%,-9%
Oc1ccc(Cl)cc1CNC1CCCCC1,/,/,0%,6.9%,/
CSc1nc(N)n2nc(C(C)(C)C)cc2n1,-7%,1%,0%,4.8%,-2%
N#CC1(NC(=O)COc2ccc(C(N)=O)cc2)CCCC1,-6%,2%,-16%,4.2%,/
COc1ccc(/C(N)=N/OC(=O)c2cccc([N+](=O)[O-])c2C)cc1OC,11%,4%,4%,8.1%,-23%
COc1cc2oc3ccccc3c2cc1N(CC(=O)N(C)C)S(=O)(=O)c1ccccc1,-4%,-2%,-77%,5.5%,-8%
CCOC(=O)c1c(C)n(C)c2ccc(OC(=O)c3ccc([N+](=O)[O-])cc3)cc12,76%,26%,0%,1.1%,-1%
C=CCN1C(=O)NC(=O)/C(=C\c2ccc(-c3ccccc3[N+](=O)[O-])o2)C1=O,53%,5%,6%,i,-13%
O=C(COc1ccc(Br)cc1)N1CCN(c2ncccn2)CC1,17%,-2%,-8%,i,/
CSc1cnnc2ccccc12,/,/,-3%,0.1%,/
Cc1oc2nc(SCC(=O)Nc3ccc(S(N)(=O)=O)cc3)nc(NC(=O)c3ccccc3)c2c1C,-20%,1%,4%,1.4%,3%
COc1cccc(CCNS(=O)(=O)CCNC(=O)c2cccc(OC)c2)c1,12%,-6%,1%,9.0%,7%
CC(C)=CCC/C(C)=C/C=N/NC(=O)c1ccccc1[N+](=O)[O-],/,/,5%,i,1%
Cn1c(=O)[nH]c(=O)c2c1nc(N1CCN(Cc3ccccc3)CC1)n2CCSc1ncccn1,-24%,-5%,38%,7.8%,-3%
Cc1cccn2c(=O)c(/C=C(\C#N)S(=O)(=O)c3ccc(Cl)cc3)c(N3CCC(C(N)=O)CC3)nc12,17%,1%,-2%,i,-10%
CCOc1cc(N2CCOCC2)c(OCC)cc1NC(=O)Cc1ccccc1OC,?,16%,2%,8.2%,4%
Cc1nn(-c2cc(C(F)(F)F)ccc2Cl)c2nc(C(Cl)(Cl)Cl)[nH]c(=O)c12,46%,2%,7%,i,9%
O=C(COc1ccc(Cl)cc1)Nc1nc(-c2cccs2)cs1,76%,-3%,-3%,1.5%,1%
CCCCn1c(-c2cccs2)nc2oc3ccccc3c(=O)c2c1=O,-6%,-2%,-16%,5.8%,-3%
Cc1ccccc1NC(=O)CSc1nnc(-c2ccco2)n1N,-13%,-1%,-9%,0.4%,-13%
COc1ccc(C2C(=O)c3ccccc3C2=O)cc1OC,17%,-4%,2%,3.3%,1%

# Sorted by heavy-atom count (largest number first): 3 of the compounds above
SMILES,tuberculosis growth,H37Rv inhibition,influenza NS1A,inhibitors of VEEV,Salmonella PhoP GFP
COC(=O)C1=C(c2cccc(OC)c2OC)C[C@@H]2CC[C@H]1N2C(=O)NCCO,-10%,-3%,9%,0.1%,9%
Cc1nn(-c2cc(C(F)(F)F)ccc2Cl)c2nc(C(Cl)(Cl)Cl)[nH]c(=O)c12,46%,2%,7%,i,9%
CSc1nc(N)n2nc(C(C)(C)C)cc2n1,-7%,1%,0%,4.8%,-2%

# New compounds follow
SMILES,tuberculosis growth,H37Rv inhibition,influenza NS1A,inhibitors of VEEV,Salmonella PhoP GFP
CCOCCCNC(=O)CN1CCN(Cc2ccc(Cl)cc2)C1=O,5%,4%,5%,0.3%,-7%
COc1ccc(NS(=O)(=O)c2ccc(NC(=O)c3ccc(Br)cc3)cc2)nn1,46%,6%,-6%,2.4%,-1%
O=C(NCC1CCCO1)c1nc2c(nnn2Cc2ccccc2Cl)c(=O)[nH]1 (centres undefined),38%,-2%,-9%,i,-10%
N#C/C(=N\Nc1cccc(F)c1)C(=N)N1CCCCCC1,3%,0%,4%,0.8%,-5%
Cc1cccc(-n2nnc(C(=O)NCc3ccccn3)c2N)c1,0%,-11%,-2%,7.2%,-5%
O=C(CSc1ccc2nnc(-c3cccc(F)c3)n2n1)N1CCCc2ccccc21,30%,15%,5%,9.4%,-14%
Nc1ccc(C(=O)n2c3ccccc3c3ccccc32)cc1,1%,1%,-4%,10%,0%
COc1ccc2cc(C(c3nnnn3C3CCCCC3)N3CCCCCC3)c3nnnn3c2c1 (centres undefined),23%,?,-1%,0.2%,2%
O=C1C=C(NS(=O)(=O)c2ccccc2)C(=O)c2ccccc21,/,/,3%,1.3%,/
COc1ccccc1CNC(=O)c1ccc(NS(C)(=O)=O)cc1,-17%,0%,8%,2.1%,-6%
C/C(=N/NC(=O)CNS(=O)(=O)c1ccccc1)c1ccc(Br)cc1,6%,2%,-19%,0.5%,1%
CCCCN(CC)CCCNC(=O)c1cc2c(=O)[nH]c3ccccc3c2s1,5%,-2%,-9%,1.5%,-10%
Cc1cc(S(=O)(=O)N2CCN(c3ncccn3)CC2)ccc1-n1cnnn1,12%,0%,10%,0.3%,-12%
O=S(=O)(/N=C(/Nc1ccc(F)cc1F)c1ccccc1)c1ccccc1,13%,-2%,-6%,0.9%,-5%

# Three successive compounds already listed, for reference:
SMILES,tuberculosis growth,H37Rv inhibition,influenza NS1A,inhibitors of VEEV,Salmonella PhoP GFP
Cc1cccc(-n2nnc(C(=O)NCc3ccccn3)c2N)c1,0%,-11%,-2%,7.2%,-5%
O=C(CSc1ccc2nnc(-c3cccc(F)c3)n2n1)N1CCCc2ccccc21,30%,15%,5%,9.4%,-14%
Nc1ccc(C(=O)n2c3ccccc3c3ccccc32)cc1,1%,1%,-4%,10%,0%
